DRD3 antagonist = D3 dopamine receptor (human) antagonism; P35462; D3R cells, DiscoveRx beta-arrestin luminescence, antagonist mode; active compounds read low; 360,000 compounds, 2.5% hits; max response, negative = inhibition, %; in the data active = max response below about -50%; inconclusive = no clear call, values can overlap the other calls; note: % is set by controls: 0 for no effect and ±100 for the full control effect; mostly tested at two doses, the higher about 12 µM
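Cells plated overnight at 1500 cells/well, then exposed to library compounds with dopamine controls for 90 minutes at 37 degrees C. DiscoveRx reagent added for 30–60 minutes at room temperature; luminescence read, quantitative HTS format.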
PI5P4Ka inh = blocks human PI5P4K alpha kinase activity. PI5P4Kalpha enzyme, ADP-Glo luminescence, 60 min; active compounds read low. max response, %. 330,000 compounds, 1.2% hits. AID 652105; active = max response of -50% or lower; inconclusive = between -30% and -50%; inactive = -30% or higher; note: value at the top dose of about 77 µM; % is set by controls: 0 for no effect and ±100 for the full control effect
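Luminescence from ADP-Glo served as readout of PI5P4Kalpha activity in a qHTS format. Reaction: enzyme, substrate, compound, ATP at 5 microM final, 60 min at RT.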
GLP-1R inv ag = inverse agonists of human GLP-1 receptor. 410,000 compounds, 1.6% hits. HEK293 GLP-1R CRE-luciferase, luminescence, 24 h; GLP-1R form is constitutively active. Potency, µM (highest dose often 38.3 µM), for inactives: top-dose activity change, negative = inhibition, hits mostly inhibitors. AID 624417; note: potency is the fitted concentration of half-maximal effect; % is set by controls: 0 for no effect and ±100 for the full control effect; nearly all actives have a fitted effect of over 55% in size
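Seeding at 200 cells/uL, 12 h culture, 24 hr compound treatment, then luciferase reagent and a luminescence read; cells are HEK293 stably expressing a constitutively active GLP-1R plus cAMP-responsive luciferase.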
IL2 activator = IL-2 activation; activation, % (series mostly up to about 46 µM); 360,000 compounds, 0.065% hits; IL-2 activation reporter assay, cell-based qHTS; stimulated with anti-CD3/CD4/CD28 beads; in transgenic mouse T cells; in the data active = activation above about 50%; inconclusive = mostly about 30% to 49%; note: 0% is about no effect
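Quantitative HTS in unstimulated transgenic mouse T cells, with memory T cells as non-tolerant control and PMA/ionomycin as tolerance-bypass control. Compound pretreatment lasted 60 minutes before 18 h bead stimulation; EGFP/DsRed fluorescence read.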
PLK1 PBD inh = blocks phosphopeptide binding to human PLK1 polo-box domain | Plk1 PBD binding of FITC phosphopeptide, fluorescence polarization | 360,000 compounds, 2.8% hits | Potency, µM, for the others: max response, negative = inhibition, most hits filed as inhibitors | AID 720504; note: potency is the fitted concentration of half-maximal effect; series mostly up to about 57 µM; % is set by controls: 0 for no effect and ±100 for the full control effect; nearly all actives have a fitted effect of over 65% in size
WRN inhibitor = WRN helicase (human) inhibition | WRN helicase unwinding, fluorescent forked duplex, kinetic | Potency, µM (titrated, usually from 114 µM), without a hit: top-dose activity change, negative = inhibition, usual class: inhibitors | 360,000 compounds, 0.46% hits | AID 651768; note: potency is the fitted concentration of half-maximal effect; % is set by controls: 0 for no effect and ±100 for the full control effect; nearly all actives have a fitted effect of over 55% in size
Target sequence (Q14191 whole entry, looked up): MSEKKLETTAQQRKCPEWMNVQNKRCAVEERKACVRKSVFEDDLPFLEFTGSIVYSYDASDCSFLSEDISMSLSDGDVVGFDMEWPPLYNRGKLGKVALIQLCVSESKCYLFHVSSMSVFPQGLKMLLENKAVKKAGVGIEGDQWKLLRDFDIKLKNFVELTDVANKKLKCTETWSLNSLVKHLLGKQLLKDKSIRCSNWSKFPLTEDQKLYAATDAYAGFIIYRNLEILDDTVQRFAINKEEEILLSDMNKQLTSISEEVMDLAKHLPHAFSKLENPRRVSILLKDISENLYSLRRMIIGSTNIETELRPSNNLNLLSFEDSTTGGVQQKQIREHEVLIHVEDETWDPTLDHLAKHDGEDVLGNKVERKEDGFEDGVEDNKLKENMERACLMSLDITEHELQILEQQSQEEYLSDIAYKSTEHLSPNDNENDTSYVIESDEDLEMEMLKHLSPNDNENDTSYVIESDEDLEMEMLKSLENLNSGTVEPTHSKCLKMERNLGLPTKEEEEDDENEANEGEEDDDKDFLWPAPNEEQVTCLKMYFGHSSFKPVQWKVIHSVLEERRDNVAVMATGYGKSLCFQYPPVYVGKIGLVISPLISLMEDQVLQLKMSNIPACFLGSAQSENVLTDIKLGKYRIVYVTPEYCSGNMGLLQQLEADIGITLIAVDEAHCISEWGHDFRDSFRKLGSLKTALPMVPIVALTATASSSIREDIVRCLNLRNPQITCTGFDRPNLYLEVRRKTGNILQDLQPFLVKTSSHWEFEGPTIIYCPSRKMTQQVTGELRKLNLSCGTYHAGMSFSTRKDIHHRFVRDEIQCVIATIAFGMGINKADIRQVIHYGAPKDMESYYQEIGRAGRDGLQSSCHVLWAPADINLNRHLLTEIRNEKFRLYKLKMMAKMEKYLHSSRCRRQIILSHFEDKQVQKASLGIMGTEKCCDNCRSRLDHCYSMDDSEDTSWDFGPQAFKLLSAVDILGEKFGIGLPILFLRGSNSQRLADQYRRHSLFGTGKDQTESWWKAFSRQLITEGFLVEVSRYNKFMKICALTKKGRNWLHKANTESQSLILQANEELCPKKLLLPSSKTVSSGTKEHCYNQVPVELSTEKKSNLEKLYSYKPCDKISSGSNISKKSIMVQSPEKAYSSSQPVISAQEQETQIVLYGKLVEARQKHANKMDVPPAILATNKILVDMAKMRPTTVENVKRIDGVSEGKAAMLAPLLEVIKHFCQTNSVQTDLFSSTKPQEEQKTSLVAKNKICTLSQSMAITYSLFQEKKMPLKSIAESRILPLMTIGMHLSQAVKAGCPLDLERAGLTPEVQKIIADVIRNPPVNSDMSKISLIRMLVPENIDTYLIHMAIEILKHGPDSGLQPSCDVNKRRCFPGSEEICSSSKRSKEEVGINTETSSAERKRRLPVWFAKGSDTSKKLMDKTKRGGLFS
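Kinetic fluorescence helicase assay: unwinding of a quenched forked DNA duplex (100 nM final) with 2 mM ATP final raises red fluorescence (525/598 nm). Compounds sat 15 min at room temperature with 20 nM WRN beforehand.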
HEK293 tox = cytotoxicity counter-screen for GLP-1 receptor inverse agonists; HEK293 cAMP-luciferase reporter cells, luminescence, 24 h; 410,000 compounds, 0.13% hits; Potency, µM (titrated, usually from 38.3 µM), without a hit: at the top dose activity change, negative = inhibition, actives largely listed as inhibitors;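 note: loss of luciferase light is scored as toxicity; potency is the fitted concentration of half-maximal effect; % is set by controls: 0 for no effect and ±100 for the full control effect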
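Here, cytotoxicity is scored as loss of luminescence. The MLSMR collection was tested on cells seeded in medium containing 10% Nu serum, with a 24 hr compound exposure preceded by 12 hours of culture.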
DRD3 agonist = agonists of human D3 dopamine receptor. P35462. D3R DiscoveRx beta-arrestin cells, luminescence, 90 min. max activation, %. 410,000 compounds, 0.58% hits. AID 652048; in the data active = max activation above about 30%; note: 0% is about no effect; mostly tested at two doses, the higher about 12 µM
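Cells at 1500/well, incubated overnight, then treated with pinned compounds (dopamine as control) for 90 min at 37 degrees C. DiscoveRx reagent added for 30 - 60 minutes at room temperature; luminescence read.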
GLP-1R agonist = agonists of human GLP-1 receptor; HEK293 GLP-1R CRE-luciferase, luminescence, 4-6 h; cells express a hypersensitive GLP-1R form; Potency, µM (highest dose often 45.6 µM), for inactives: at the highest dose activation, most hits filed as activators; P43220; 380,000 compounds, 0.007% hits; note: potency is the fitted concentration of half-maximal effect; % of control where 0% means no effect
Starred values were filed as active, the others as inactive; [ ] = another dose, or the depositor's remark. Unless noted, calls come from the whole dose curve; as a rule, active = well fitted curve in the direction sought with a large enough effect; inconclusive = small, poorly fitted or top-dose-only effect, or another doubt; inactive = no such curve, though single readings can be large; an effect the other way counts as inactive or inconclusive.

Screening COC(=O)c1nc2n(n1)C(c1ccccc1OC)C1=C(CCCC1=O)N2 (stereo not drawn) returned DRD3 antagonist 6.8, PI5P4Ka inh 7.8, GLP-1R inv ag -7.4%, IL2 activator -0.3, PLK1 PBD inh -6.9%, WRN inhibitor -1.1%, HEK293 tox 1.0%, DRD3 agonist -3.5 and GLP-1R agonist -10.9%.
`CCOC(=O)c1cc(C#N)c(SC)nc1C` gave DRD3 antagonist 4.2, PI5P4Ka inh 0.5, GLP-1R inv ag 12.2%, IL2 activator -0.5, PLK1 PBD inh -7.2%, WRN inhibitor 5.3%, HEK293 tox -13.0%, DRD3 agonist 5.7 and GLP-1R agonist 1.7%.
Cc1c(CCO)sc[n+]1CC(=O)OCCC12CC3CC(CC(C3)C1)C2 was read as DRD3 antagonist 9.1, PI5P4Ka inh 3.1, GLP-1R inv ag inconclusive, IL2 activator -2.5, PLK1 PBD inh -3.6%, WRN inhibitor -0.7%, HEK293 tox inconclusive, DRD3 agonist 5.8 and GLP-1R agonist -0.2%.
`C(=N\Nc1nc(-c2ccccc2)cs1)/c1ccco1` gave DRD3 antagonist -15.0, PI5P4Ka inh -22.0, GLP-1R inv ag 2.7%, IL2 activator -0.3, PLK1 PBD inh -16.4%, WRN inhibitor inconclusive, HEK293 tox -1.1%, DRD3 agonist -8.0 and GLP-1R agonist -9.4%.
Screening O=C(COC(=O)c1cccc(S(=O)(=O)N2CCc3ccccc32)c1)NCc1ccco1 returned DRD3 antagonist inconclusive, PI5P4Ka inh 4.7, GLP-1R inv ag -31.8%, IL2 activator 0.6, PLK1 PBD inh -13.0%, WRN inhibitor -1.3%, HEK293 tox 2.6%, DRD3 agonist -7.0 and GLP-1R agonist 2.5%.
Screening COc1ccc(OC)c(S(=O)(=O)Nc2ccc(O)c3ccccc23)c1 returned DRD3 antagonist 0.0, PI5P4Ka inh -20.6, GLP-1R inv ag -2.2%, IL2 activator -0.5, PLK1 PBD inh inconclusive, WRN inhibitor -28.4%, HEK293 tox -29.0%, DRD3 agonist -2.6 and GLP-1R agonist -24.2%.
Screening O=C(COC(=O)/C=C/c1ccccc1)Nc1ccccc1Br returned DRD3 antagonist -4.4, PI5P4Ka inh 3.7, GLP-1R inv ag 4.5%, IL2 activator -4.4, PLK1 PBD inh -5.7%, WRN inhibitor -3.2%, HEK293 tox -5.3%, DRD3 agonist -7.8 and GLP-1R agonist 7.1%.
Screening N=C1/C(=C\c2ccc(OC(=O)c3ccc(F)cc3)cc2)C(=O)N=C2SC(N3CCCC3)=NN12 returned DRD3 antagonist 2.4, PI5P4Ka inh -23.0, GLP-1R inv ag 6.0%, IL2 activator -0.8, PLK1 PBD inh inconclusive, WRN inhibitor -10.2%[11.6 µM], HEK293 tox -28.1%, DRD3 agonist 0.2 and GLP-1R agonist 7.0%.
For Cc1cc(C)cc(N(CC(=O)NC(C)(C)C)C(=O)CCC(=O)Nc2nccs2)c1 the results were DRD3 antagonist -13.7, PI5P4Ka inh -0.2, GLP-1R inv ag -3.3%, IL2 activator 0.0, PLK1 PBD inh 1.0%, WRN inhibitor 4.0%, HEK293 tox -13.9%, DRD3 agonist 2.2 and GLP-1R agonist -4.2%.
Screening CCOc1ccccc1NC(=O)N1CCC(NC(=O)c2ccccc2C)CC1 returned DRD3 antagonist 1.7, PI5P4Ka inh 0.6, GLP-1R inv ag 0.9%, IL2 activator -0.6, PLK1 PBD inh -1.7%, WRN inhibitor 5.4%, HEK293 tox -15.1%, DRD3 agonist -0.5 and GLP-1R agonist 1.4%.
`CCOC(=O)Cc1csc(SCC(=O)Nc2cccc(C#N)c2)n1` gave DRD3 antagonist 16.1, GLP-1R inv ag 0.2%, IL2 activator -1.7, PLK1 PBD inh -2.8%, WRN inhibitor -1.7%, HEK293 tox -2.6%, DRD3 agonist -3.7 and GLP-1R agonist -4.8%.
Screening Cc1ccc(-n2ncc3c(NCCCN4CCOCC4)ncnc32)c(C)c1 returned DRD3 antagonist -20.9, PI5P4Ka inh -4.9, GLP-1R inv ag 5.6%, IL2 activator -1.5, PLK1 PBD inh -1.3%, WRN inhibitor 3.8%, HEK293 tox 9.4%, DRD3 agonist -5.4 and GLP-1R agonist -5.0%.
`COc1ccccc1-c1nnc(SCC(=O)O)n1C` gave DRD3 antagonist -11.7, GLP-1R inv ag 17.8%, IL2 activator -2.2, PLK1 PBD inh -9.2%, WRN inhibitor 3.8%, HEK293 tox 12.0%, DRD3 agonist 2.3 and GLP-1R agonist 0.3%.
For CC(=O)Nc1ccc(C2NC(=S)N(c3ccccc3C(F)(F)F)C(C)=C2C(=O)N2CCOCC2)cc1 (stereo not drawn) the results were DRD3 antagonist -2.0, PI5P4Ka inh 1.7, GLP-1R inv ag 1.7%, IL2 activator -1.4, PLK1 PBD inh -5.1%, WRN inhibitor 4.4%[57.1 µM], HEK293 tox -16.6%, DRD3 agonist -9.1 and GLP-1R agonist 1.6%.
Screening CC(C)(C)c1ccc(Oc2ccc(NC(=O)C3CC=CCC3C(=O)O)cc2)cc1 (stereo not drawn) returned DRD3 antagonist -12.0, PI5P4Ka inh 5.0, GLP-1R inv ag inconclusive, IL2 activator -1.3, PLK1 PBD inh -17.2%, WRN inhibitor 0.7%, HEK293 tox 3.0%, DRD3 agonist 0.2 and GLP-1R agonist 9.3%.
C[C@H](CO)N1C[C@H](C)[C@@H](CN(C)S(=O)(=O)c2ccccc2)Oc2c(NC(=O)Nc3ccccc3)cccc2C1=O was read as DRD3 antagonist 22.7, PI5P4Ka inh 0.9, GLP-1R inv ag -7.3%, IL2 activator 1.1, PLK1 PBD inh -19.7%, WRN inhibitor 0.1%, HEK293 tox -2.6%, DRD3 agonist 9.7 and GLP-1R agonist 4.0%.
Screening COc1ccc(C(=O)Nc2cc(C(C)C)c(O)c(S(=O)(=O)c3ccc(Cl)cc3)c2C)cc1 returned GLP-1R inv ag inconclusive, HEK293 tox -1.0%, DRD3 agonist 4.4 and GLP-1R agonist 0.4%.
Screening Cc1ccccc1S(=O)(=O)Cc1ccc(C(=O)NC2CCCCC2C)o1 (stereo not drawn) returned DRD3 antagonist 4.8, PI5P4Ka inh 3.8, GLP-1R inv ag inconclusive, IL2 activator -1.2, PLK1 PBD inh -29.9%, WRN inhibitor -1.7%, HEK293 tox -1.1%, DRD3 agonist 4.7 and GLP-1R agonist 4.1%.
COc1ccc(S(=O)(=O)N2CCOCC2)cc1NC(=O)CCc1nc2ccccc2c(=O)[nH]1 was read as DRD3 antagonist 4.6, PI5P4Ka inh 4.4, GLP-1R inv ag 21.2%, IL2 activator -4.4, PLK1 PBD inh -28.8%, WRN inhibitor -23.2%, HEK293 tox -1.5%, DRD3 agonist -1.7 and GLP-1R agonist 4.8%.
`COc1cc(/C=N/n2c(C3CCCCC3)n[nH]c2=S)cc(Br)c1O` gave DRD3 antagonist 0.3, PI5P4Ka inh -62.0*, GLP-1R inv ag inconclusive, IL2 activator -2.9, PLK1 PBD inh -6.9%, WRN inhibitor -0.9%, HEK293 tox -3.4%, DRD3 agonist -3.2 and GLP-1R agonist 2.6%.
`Cc1ccc(Cn2ccsc2=NC(=O)CCl)cc1` gave DRD3 antagonist 0.0, PI5P4Ka inh -2.5, GLP-1R inv ag 10µM*, IL2 activator -0.9, PLK1 PBD inh -6.8%, WRN inhibitor -9.3%, HEK293 tox -40.4%, DRD3 agonist 7.1 and GLP-1R agonist 19.6%.
Screening COc1ccc(/C=N/NC(=O)CNC(=O)c2ccc(S(=O)(=O)N3CCOCC3)cc2)cc1OC returned DRD3 antagonist 22.7, PI5P4Ka inh -8.1, GLP-1R inv ag 44.8%[activator], IL2 activator -1.1, PLK1 PBD inh -2.6%, WRN inhibitor 6.4%, HEK293 tox -6.7%, DRD3 agonist -6.6 and GLP-1R agonist 10.1%.
`CCCCOCCCNC(=O)C[C@@H]1C[C@@]2(C(=O)OCC)CCC=C2N(Cc2ccccc2)C1=O` gave DRD3 antagonist 25.9, PI5P4Ka inh 8.5, GLP-1R inv ag -6.5%, IL2 activator 0.4, PLK1 PBD inh -10.7%, WRN inhibitor 2.9%, HEK293 tox -6.8%, DRD3 agonist 0.5 and GLP-1R agonist 4.6%.
Screening C=CCc1ccccc1OCC(O)CN1CCN(C(=O)OCC)CC1 (stereo not drawn) returned DRD3 antagonist inconclusive, PI5P4Ka inh -3.9, GLP-1R inv ag 0.0%, IL2 activator -3.1, PLK1 PBD inh -10.4%, WRN inhibitor -26.8%, HEK293 tox 13.8%, DRD3 agonist -17.0 and GLP-1R agonist -7.9%.
`Cc1nc2ccccc2c(=O)n1CCN1CCOCC1` gave DRD3 antagonist 20.1, GLP-1R inv ag 0.9%, IL2 activator -0.9, PLK1 PBD inh -4.6%, WRN inhibitor -1.5%, HEK293 tox -13.3%, DRD3 agonist 0.4 and GLP-1R agonist -4.3%.
CCOc1ccc(-n2cc(C(=O)NCc3ccco3)c3cc(OC)c(OC)cc3c2=O)cc1 was read as DRD3 antagonist 8.0, PI5P4Ka inh 5.8, GLP-1R inv ag -7.4%, IL2 activator 0.2, PLK1 PBD inh -1.1%, WRN inhibitor -30.0%, HEK293 tox inconclusive, DRD3 agonist 2.7 and GLP-1R agonist 0.5%.
Screening O=C1CCN1C1(C(=O)NC2CCCCC2)CCCC1 returned DRD3 antagonist -10.1, PI5P4Ka inh 13.9, GLP-1R inv ag 15.5%, IL2 activator -0.4, PLK1 PBD inh -18.4%, WRN inhibitor -5.6%, HEK293 tox -20.1%, DRD3 agonist -2.5 and GLP-1R agonist -2.1%.
`COc1ccc(CCNC(=O)CSc2nc(=O)n3cc(C)ccc3n2)cc1OC` gave DRD3 antagonist 13.6, PI5P4Ka inh 5.8, GLP-1R inv ag 10.7%, IL2 activator -0.5, PLK1 PBD inh -7.1%, WRN inhibitor 14.2%, HEK293 tox -0.1%, DRD3 agonist 5.5 and GLP-1R agonist -9.5%.
CCOc1cc(-c2nc(-c3ccc(OC)cc3)no2)cc(OCC)c1OCC was read as DRD3 antagonist -14.0, PI5P4Ka inh 0.0, GLP-1R inv ag 16.2%, IL2 activator 1.6, PLK1 PBD inh -7.4%, WRN inhibitor 2.5%, HEK293 tox 2.0%, DRD3 agonist -3.7 and GLP-1R agonist 13.4%.

Screening data deposited in PubChem BioAssay by National Center for Advancing Translational Sciences (NCATS).
